Assay outcomes deposited in PubChem BioAssay by several laboratories.
hcDAF12 agonist – H. contortus DAF-12 nuclear receptor activators, primary screen, cell-based, luminescence, HEK293, lit1-tk-luc reporter | HEK293 hcDAF-12 lit1-tk-luc reporter; 0% DMSO, 100% Δ7-dafachronic acid | activation, % at 6.8 µM | actives 1.4% (n = 370,000) | AID 652067, 2013;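 active = activation above the mean of all tested compounds plus 3 SD, cut at about 5.5% in these data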;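 also: 100% = response to 3 µM Δ7-dafachronic acid high control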
DAX1 inh-1 – DAX1 (NR0B1) inhibitors, primary screen, cell-based, HEK293, Gal4-DAX1, luciferase luminescence; inhibition, % at 6.75 µM; Nuclear receptor subfamily 0 group B member 1 (Homo sapiens), P51843; AID 504766, 2011; actives 0.99% (n = 340,000); HEK293 Gal4-DAX1 luciferase reporter;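 active = inhibition above the mean over all tested compounds plus 3 SD, cut at about 4.2% in these data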;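 also: 0% = DAX1-transfected cells with DMSO and 100% = empty-vector control cells with DMSO; inhibition shows as a rise in luminescence from relieved DAX1 repression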
PLC-beta3 inh – human PLC-beta3 inhibitors, primary screen, biochemical, fluorescence; actives 0.18% (n = 370,000); inhibition, % at 12.2 µM; Purified PLC-beta3, fluorogenic substrate; 1-phosphatidylinositol 4,5-bisphosphate phosphodiesterase beta-3 (Homo sapiens), Q01970; in the data active = inhibition above about 11%;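 also: 0% = median of compound wells on plate and 100% = full blocker control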
Target sequence (Q01970 whole entry, looked up): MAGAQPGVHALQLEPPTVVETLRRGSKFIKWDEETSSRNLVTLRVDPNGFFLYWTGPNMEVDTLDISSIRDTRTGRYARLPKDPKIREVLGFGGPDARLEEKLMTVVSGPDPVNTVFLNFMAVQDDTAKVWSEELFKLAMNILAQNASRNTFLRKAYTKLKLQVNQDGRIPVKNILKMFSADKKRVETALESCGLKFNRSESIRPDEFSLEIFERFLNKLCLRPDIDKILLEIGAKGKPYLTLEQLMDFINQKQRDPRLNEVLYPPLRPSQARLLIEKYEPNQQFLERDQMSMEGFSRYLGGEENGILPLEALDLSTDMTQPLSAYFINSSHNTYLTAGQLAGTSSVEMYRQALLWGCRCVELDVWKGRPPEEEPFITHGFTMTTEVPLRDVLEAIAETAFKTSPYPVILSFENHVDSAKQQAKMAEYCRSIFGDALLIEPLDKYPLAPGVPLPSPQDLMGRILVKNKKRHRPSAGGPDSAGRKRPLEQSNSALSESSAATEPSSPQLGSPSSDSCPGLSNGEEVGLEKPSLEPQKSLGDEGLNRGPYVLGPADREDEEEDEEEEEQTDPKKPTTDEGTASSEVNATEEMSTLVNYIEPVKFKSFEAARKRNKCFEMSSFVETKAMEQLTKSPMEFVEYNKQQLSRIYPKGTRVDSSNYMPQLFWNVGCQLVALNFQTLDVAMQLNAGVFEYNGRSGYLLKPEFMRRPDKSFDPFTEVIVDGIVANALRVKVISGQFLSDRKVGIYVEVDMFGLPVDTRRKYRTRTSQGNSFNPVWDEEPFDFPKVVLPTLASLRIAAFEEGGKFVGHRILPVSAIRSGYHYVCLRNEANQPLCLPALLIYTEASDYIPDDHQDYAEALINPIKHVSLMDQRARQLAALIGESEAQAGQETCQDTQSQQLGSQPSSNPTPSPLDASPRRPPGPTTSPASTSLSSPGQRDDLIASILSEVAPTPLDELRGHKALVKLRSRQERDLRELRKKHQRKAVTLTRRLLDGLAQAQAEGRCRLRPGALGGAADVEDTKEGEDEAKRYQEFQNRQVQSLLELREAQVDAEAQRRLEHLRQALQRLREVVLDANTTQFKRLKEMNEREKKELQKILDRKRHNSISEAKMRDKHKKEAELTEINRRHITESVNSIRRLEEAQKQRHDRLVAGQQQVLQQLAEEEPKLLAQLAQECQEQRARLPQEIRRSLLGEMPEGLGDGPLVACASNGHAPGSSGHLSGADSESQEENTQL
ADAM17 inh – ADAM17 inhibitors, primary screen, biochemical, QFRET. Disintegrin and metalloproteinase domain-containing protein 17 (Homo sapiens), P78536. recombinant ADAM17, EDANS/DABCYL FRET peptide cleavage. inhibition, % at 6.95 µM. actives 0.83% (n = 370,000). AID 720648, 2013;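 active = inhibition above the mean of compounds lying between control limits plus 3 SD, set per campaign, cut at about 8.5% in these data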;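 also: 0% = DMSO-only wells as the low control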
SMARCA2 act – SMARCA2 (BRM) function activators, primary screen, cell-based, luminescence, high throughput. activation, % at 9.1 µM. AID 652017, 2013. MG213 cells, MMTV-luciferase reporter, dexamethasone, overnight. actives 1% (n = 370,000); in the data active = activation above about 7.8%;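 also: 0% = vehicle wells and 100% = reference activator wells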
DAX1 inh-2 – DAX1 (NR0B1) inhibitors on StAR promoter, primary screen, cell-based, luminescence, SF-1 (NR5A1), full-length DAX-1; inhibition, % at 6.8 µM; actives 1.1% (n = 370,000); AID 652010, 2013; HEK293T StAR-luciferase reporter, SF-1/DAX-1 repression relief;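 active = inhibition above the mean over all tested compounds plus 3 SD, cut at about 3.6% in these data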;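 also: 0% = DAX-1 cells with DMSO and 100% = cells lacking DAX-1 with DMSO; higher inhibition means more luminescence from relief of DAX-1 repression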
PLCg1 inh – PLC-gamma1 enzyme inhibitors, primary screen, biochemical, fluorescence, purified enzyme. 1-phosphatidylinositol 4,5-bisphosphate phosphodiesterase gamma-1 (Homo sapiens), P19174. fluorogenic substrate. inhibition, % at 12.2 µM. actives 0.84% (n = 370,000); in the data active = inhibition above about 9.5%
hgDAF-12 ag – H. glycines DAF-12 receptor agonists, primary screen, cell-based, luminescence, HEK293, GAL4 fusion, UAS-luciferase | actives 1.8% (n = 370,000) | Nuclear hormone receptor DAF-12 (Heterodera glycines), GAL4 fusion | activation, % at 6.8 µM | HEK293 GAL4-hgDAF12 UAS-luciferase reporter, agonist luminescence; normalized to butyrate control;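 active = activation above a cutoff set at the mean of all screened compounds plus 3 SD, cut at about 10% in these data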;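 also: 0% = DMSO wells and 100% = sodium butyrate wells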
MBD2 inh – inhibitors of MBD2 binding to methylated DNA, primary screen, biochemical, TR-FRET, DNA-binding domain, human; Methyl-CpG-binding domain protein 2 (Homo sapiens), Q9UBB5; MBD2 binding to methylated oligonucleotide; inhibition, % at 4.4 µM; actives 0.31% (n = 370,000); AID 686964, 2013; in the data active = inhibition above about 13%
ssDAF12 agonist – S. stercoralis DAF-12 nuclear receptor activators, primary screen, cell-based, luminescence, HEK293, GRIP1 co-expression, lit1-tk-luc. HEK293 ssDAF-12/GRIP1 lit1-tk-luc reporter; % of 3 µM dafachronic acid response. activation, % at 6.8 µM. actives 1% (n = 370,000);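 active = activation above the mean over all tested compounds plus 3 SD, cut at about 0.9% in these data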;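 also: 0% = DMSO-only wells and 100% = 3 µM delta7-dafachronic acid wells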
Rev-erbA mod – modulators of Rev-erb alpha DNA binding, primary screen, biochemical, FITC-DNA, fluorescence polarization, uHTS; actives 0.79% (n = 370,000); AID 1259318, 2017; Rev-erbα–FITC-DNA binding, 90 min; activity, % at 10 µM; Nuclear receptor subfamily 1 group D member 1 (Homo sapiens), P20393;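 active = activity above about 14%, limit read from the data; passing the limit was not always enough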;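 also: 0% = DMSO wells with 35 nM protein and 100% = DMSO wells with 750 nM protein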
* hit, by the source's call; i = inactive; / = no result given.

Values run as follows: hcDAF12 agonist, DAX1 inh-1, PLC-beta3 inh, ADAM17 inh, SMARCA2 act, DAX1 inh-2, PLCg1 inh, hgDAF-12 ag, MBD2 inh, ssDAF12 agonist, Rev-erbA mod
NC(=O)c1ccc(NC(=O)COC(=O)/C=C/c2ccc3c(c2)OCO3)cc1
 : 0.5, 2.6, -48, -24, -2, -0.7, -34, 0.6, 2, -0.8, 0
CCOc1ccccc1NC(=O)CN(C)S(=O)(=O)c1ccc2[nH]c(=O)oc2c1
 : -1.6, -0.5, -6, -1, -2, -0.1, -1, 0.8, -1, -1.3, -3
Cc1cc(C)cc(C(=O)OCC(=O)N2CCCC2)c1
 : -2.9, 2.1, -7, -2, -1, -0.1, 0, 0.2, -4, -0.7, -4
COc1ccc(/C=c2\sc3nc(-c4ccccc4OC)nn3c2=O)c(OC)c1
 : 3.5, -0.4, 0, 5, -1, -0.4, 3, 2.4, -3, 0.9*, 1
N#C/C(=C/c1ccc(N2CCCCC2)o1)c1cccc(F)c1
 : -0.8, 0.7, -60, -6, 3, 4.4*, -42, -4.2, -3, 0.0, -1
O=[N+]([O-])c1cc2c(cc1CN1CCN(c3ccccc3)CC1)OCO2
 : 3.3, 0.7, -14, -12, 3, 0.2, -6, 1.1, -6, -0.9, -10
O=C(CCCOc1ccccc1)Nc1ncccn1
 : 2.8, -0.7, 0, -4, 2, 0.2, -1, -0.7, 5, -0.4, 7
O=C(O)c1cccc([N+](=O)[O-])c1C(=O)Nc1cccc2ccccc12
 : 5.2, -0.2, -109, -52, 3, -0.1, -90, 0.2, 1, -0.3, 1
CCN(CC)CCNc1ccc(CO)c2oc3ccccc3c(=O)c12
 : 2.1, -0.7, -14, 1, 4, -0.8, -5, -2.0, -4, -0.6, 2
Cc1ccc(NC(=O)CCCC2CCCCC2)c(O)c1
 : 2.5, 1.4, -6, -2, 2, 2.6, 1, 8.0, 2, -0.5, -3
O=C(NCc1ccncc1)C1CCN(S(=O)(=O)c2ccc(Cl)c(C(F)(F)F)c2)CC1
 : -1.1, -2.1, -8, 2, 0, -0.9, -2, 0.4, 2, -1.4, 5
COc1ccc(Br)cc1C(C[N+](=O)[O-])c1c(N)n(C)c(=O)n(C)c1=O (stereo not drawn)
 : -1.8, -4.2, -9, 2, -3, -1.5, 0, -2.4, 10, -2.0, -1
Cc1c(Cl)cccc1NC(=S)N(Cc1cccs1)C1CCCC1
 : -0.5, -0.1, -5, -4, -3, 0.9, 1, 1.2, 4, -1.4, -7
CN(C)CCCN(C(=O)c1ccc(S(=O)(=O)N(C)C)cc1)c1nc2cc3c(cc2s1)OCO3
 : 0.6, 2.2, 0, 0, 1, -0.5, 2, -1.9, 1, 1.5*, -2
CCCS(=O)(=O)N1CCCC(C(=O)NCCCN2CCCC2=O)C1 (stereo not drawn)
 : 0.3, 2.9, 1, -4, 0, 0.8, 2, 0.5, 11, -1.0, 1
Cc1ccc(OCCSc2nc3ccccc3n2CCC(=O)O)cc1
 : -0.9, 0.5, -7, -2, 0, 0.2, -1, 4.0, -2, -0.7, 4
Cc1ccccc1C(=O)Nc1nnc([C@@H]2C[C@H](O)[C@@H](CO)O2)s1
 : -0.3, /, 3, -2, -3, -0.7, -1, -1.8, -4, 0.0, 4
O=C(CCCc1cccs1)N1CCN(S(=O)(=O)c2ccccc2Br)CC1
 : -1.2, 1.7, 1, -5, -2, -0.1, -4, -2.3, 4, -0.5, 0
Cc1ccc(NC2=NCC(=O)N2C2CCCC2)cc1
 : -0.4, 0.8, 5, -1, -1, -0.3, 4, -2.9, 3, -1.3, 5
Nc1ccc(NC(=O)c2cccs2)c(Cl)c1
 : -0.2, 0.5, -3, 5, 0, 0.7, -1, 3.2, 4, -1.5, 3
O=P1(NC2CCCCC2)OCC2(CO1)COP(=O)(NC1CCCCC1)OC2 (stereo not drawn)
 : -0.7, -1.0, 4, -1, 5, 0.4, 0, -1.3, -2, -0.7, 11
COc1cccc(C2c3[nH]c4ccccc4c3CCN2C(=O)c2ccccc2F)c1OC (stereo not drawn)
 : 0.2, 0.9, -6, 7, -1, -0.5, -1, 0.0, -6, -0.8, -4
CCN1CCN(CCC(=O)Nc2ccc(F)c(F)c2)CC1
 : 0.0, 1.5, 0, -2, 1, -0.2, -4, 2.4, 3, -1.4, 2
Cc1c(NC(=O)COC(=O)CCC(=O)c2ccc(Cl)cc2)c(=O)n(-c2ccccc2)n1C
 : -1.0, -0.7, 3, -3, -3, -0.1, 0, 3.1, 0, -1.4, 1
O=c1[nH]cnc2scc(-c3ccsc3)c12
 : 0.0, 0.3, -2, -2, 1, 0.1, -2, 0.6, -2, -1.3, 1
Cc1occc1-c1nnc(SCC(=O)N(C)c2ccccc2)n1C
 : 0.2, -0.5, 3, 0, -2, 0.4, 1, -2.2, -4, -0.5, -4
COc1ccccc1CNC(=O)c1nn(C)c2c1CS(=O)(=O)c1ccccc1-2
 : 0.8, -0.4, -1, 2, 5, 1.2, 6, 0.0, 0, -1.2, -9
CCCCNC(=O)C[C@H]1C[C@@]2(C(=O)OC)C(=C[C@H](COCc3ccccc3)O[C@@H]2C)N(Cc2ccc3c(c2)OCO3)C1=O
 : -1.2, /, 2, -1, 1, -0.9, -1, 0.9, -4, -1.6, 6
CC(C)CCOCc1nc2sc3c(c2c(=O)[nH]1)CCC(C)C3 (stereo not drawn)
 : 0.4, -0.4, -17, -9, -1, 0.2, -23, -3.3, 7, -1.7, 5
CC1CCCC1/C(=N/O)c1ccccc1 (stereo not drawn)
 : 5.2, 0.9, -3, -2, -3, 0.3, 4, 0.0, -1, -0.7, 11
O=C(/C=C/c1ccccc1)N1CCC(c2ccccc2)C1 (stereo not drawn)
 : 3.0, 1.5, 1, 2, 5, 2.6, 0, 13*, -1, -0.7, -12
CCOC(=O)/C(N=Nc1c(Br)cc(Br)cc1Br)=C(\C)O
 : 0.5, -0.8, 1, 0, -1, -0.2, 4, -0.5, 2, -1.2, 7
O=C(CCS(=O)(=O)Cc1ccccc1)N1CCN(c2ccc([N+](=O)[O-])cc2)CC1
 : 0.1, -1.2, -2, -1, -3, -0.3, -12, 0.9, -2, -2.0, -3
CC1CCC2(CC1)NC(=O)N(CC(=O)N1CCN(S(=O)(=O)c3ccccc3)CC1)C2=O (stereo not drawn)
 : -0.8, 2.7, -9, 6, -4, 0.5, -1, -2.4, -4, -1.7, -3
O=C(O)C1C2CCC(C2)C1C(=O)NCc1ccccn1 (stereo not drawn)
 : 0.2, 3.9, 2, 1, -2, 0.0, 1, -0.7, 0, -1.0, 2
COc1cccc(CC(=O)OCC(=O)N2CCN(c3ccc(F)cc3)CC2)c1
 : -2.1, 1.2, -5, 0, -2, -0.2, -3, -1.8, 0, -1.0, -2
O=C(Nc1ccc(Br)cc1)N1CCc2ccccc2C1
 : 1.4, 1.4, 1, -1, 3, 5.3*, -2, 5.3, 1, -0.4, 0
COc1ccc(C2CC(c3ccccc3)Nc3nc(N)nn32)cc1 (stereo not drawn)
 : 0.5, 0.7, -6, -3, -1, -1.1, -2, -4.5, 3, -1.5, -5
COc1ccc(OC)c(-c2nc(C(=O)NC3CCN(Cc4ccccc4)CC3)cc3c2[nH]c2ccccc23)c1
 : -0.8, 0.6, -76, -15, -1, 1.5, -57, -1.3, 1, -1.6, 5
COc1cc(Nc2c3c(nc4ccccc24)CCCC3)cc(OC)c1OC
 : -0.1, -0.4, 2, 0, -3, 0.1, 5, -4.0, 0, -0.6, 4
Cc1ccc(-c2csc(N(C)C(=O)c3c(C)nn(-c4ccccc4)c3Cl)n2)cc1
 : -2.9, 0.5, 0, -3, 0, 0.1, -1, 1.4, 1, -0.1, /
Cc1cccc(Cn2c(C(C)(C)C)cc3cccnc32)c1
 : -2.3, 0.6, -24, -11, 1, -1.6, -21, -1.1, 0, -1.2, -3
O=C(Nc1nccs1)c1cc(N2CCOCC2)nc2ccccc12
 : 2.7, -0.2, i, -16, -1, -0.8, i, -0.8, -4, -0.2, 4
CSc1ccc(S(=O)(=O)Nc2ccc3c(c2)OCCO3)cc1
 : -3.1, -0.1, 0, 5, 5, -2.2, 5, -1.9, 2, -2.3, -4
Cc1ccc(NC2=CC(=O)CC(C)(C)C2)cc1Cl
 : -0.4, 0.3, -15, -7, -4, -0.2, -11, 1.1, 0, -1.1, 3
Nc1n[nH]c(N)c1N=Nc1ccc2c(c1)OCO2
 : 1.6, 4.8*, 3, 3, 6, 0.8, 8, 8.8, -2, -0.8, 1
Cc1ccc(OCc2cc(C(=O)N(C)Cc3cnc4ccccn34)no2)cc1C
 : -5.2, -0.6, -12, -2, -3, -1.3, -2, -5.2, 1, -1.1, 1
CCCCC1Cc2[nH]c(=S)[nH]c(=O)c2C(c2ccc3ccccc3c2)O1 (stereo not drawn)
 : -1.1, /, 3, 5, -3, 0.2, 1, -0.6, -3, -0.7, 6
C[C@@H]1CN([C@H](C)CO)C(=O)c2c(c3ccccc3n2C)-c2ccccc2CO[C@H]1CN(C)Cc1ccccc1
 : -0.7, -0.6, 0, -4, -6, -0.9, 1, -1.6, 1, -0.9, 0
CCCCN1C(=O)N(c2ccccc2Cl)C(C)(O)CC1(C)C (stereo not drawn)
 : -0.2, 0.0, 1, 1, 2, 0.1, 2, -1.0, 5, -1.2, 4
Cc1ccc(NC(=O)CC2Oc3ccccc3NC2=O)c(C)c1 (stereo not drawn)
 : 2.0, 2.4, -6, -3, -1, 0.0, -2, -2.2, 4, 0.4, 2
O=C(Cc1c(F)cccc1Cl)NNC(=O)c1cccs1
 : -0.2, -0.1, -4, -5, 0, 0.5, 1, 2.4, -1, -1.0, -1
Cc1nc(NCCCn2ccnc2)c2ccccc2n1
 : -1.9, -0.1, -3, -5, -3, 0.2, -2, -1.0, -6, -1.4, 3
CCOC(=O)c1nc(C)n(-c2cc(Cl)ccc2Cl)n1
 : -0.9, 1.3, -2, -2, -2, 0.0, -4, 1.4, -3, -1.1, -2
Cc1c(CCO)c(=O)[nH]n1S(=O)(=O)c1ccc(Cl)cc1Cl
 : -1.4, -0.5, -4, -2, -1, -0.3, 1, -1.9, -2, -0.7, 3
CCOC(=O)C1CCN(C(=O)Cc2cccs2)CC1
 : -0.4, -0.5, 0, -1, 0, -0.4, -2, -0.3, -2, -0.7, -5
O=C(O)Cc1ccc(S(=O)(=O)Nc2ccccc2C(=O)O)cc1
 : 1.1, -0.9, -8, -3, -1, -0.1, 1, 1.6, 0, -1.2, -7
